N370S GC – inhibitors or activators of N370S glucocerebrosidase for Gaucher disease. P04062. Potency, µM (highest dose often 59.4 µM), for inactives: at the highest dose activity change, negative = inhibition, usual class: inhibitors. N370S GC spleen homogenate, 4MU-glucoside fluorescence. 330,000 compounds, 0.092% hits;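 further: 0% = full enzyme activity and -100% = no enzyme basal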
TDP1 cell noCPT – qHTS for Inhibitors of human tyrosyl-DNA phosphodiesterase 1 (TDP1): qHTS in cells in absence of CPT; AID 686978, 2013; Potency, µM (doses to about 46.2 µM), for inactives: top-dose activity change, negative = growth inhibition, actives largely listed as inhibitors; 420,000 compounds, 15% hits; DT40 Tdp1-/- hTDP1 cells, no CPT, ATP luminescence, 48 h; further: nearly all actives have a fitted effect of over 55% in size
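Luminescent ATP content (CellTiter-Glo) served as the growth readout. Knockout chicken DT40 cells expressing human TDP1 were exposed to compounds without camptothecin for a minimum 48 hr at 37 °C.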
TDP1 block – inhibitors of human tyrosyl-DNA phosphodiesterase TDP1; 350,000 compounds, 0.28% hits; Q9NUW8; Potency, µM (series often up to 130 µM), for inactives: at the highest dose activity change, negative = inhibition, usual class: inhibitors; recombinant TDP1, AlphaScreen DNA substrate cleavage; further: nearly all actives have a fitted effect of over 40% in size
Target sequence (Q9NUW8 whole entry, looked up): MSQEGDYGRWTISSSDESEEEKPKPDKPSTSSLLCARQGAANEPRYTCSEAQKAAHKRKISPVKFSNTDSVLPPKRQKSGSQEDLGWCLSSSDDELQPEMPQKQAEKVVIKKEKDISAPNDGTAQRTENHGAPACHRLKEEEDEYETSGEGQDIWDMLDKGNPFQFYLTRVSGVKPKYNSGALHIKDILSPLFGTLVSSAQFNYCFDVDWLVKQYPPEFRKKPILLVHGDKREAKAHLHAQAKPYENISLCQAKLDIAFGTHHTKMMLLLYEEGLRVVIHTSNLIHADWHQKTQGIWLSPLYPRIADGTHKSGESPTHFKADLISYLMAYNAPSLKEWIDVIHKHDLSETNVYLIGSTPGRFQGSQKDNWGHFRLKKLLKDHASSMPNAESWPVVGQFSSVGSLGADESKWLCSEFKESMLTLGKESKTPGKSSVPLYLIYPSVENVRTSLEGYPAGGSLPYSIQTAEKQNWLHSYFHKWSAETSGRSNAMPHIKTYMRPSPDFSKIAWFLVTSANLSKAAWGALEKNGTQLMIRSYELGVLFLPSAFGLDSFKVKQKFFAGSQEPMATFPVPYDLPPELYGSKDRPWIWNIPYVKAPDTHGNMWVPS
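Signal: AlphaScreen proximity between streptavidin donor and anti-FITC acceptor beads on intact substrate. Reaction: Tdp1 1 nM, substrate 15 nM final, 5 min RT after 15 min compound preincubation.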
Active calls of the source: *; ? = inconclusive; . = no result given; & = joins results of further samples; [ ] = remark or other dose. The call rests on the fitted dose curve; in most records, active means well fitted curve in the direction sought with a large enough effect; inconclusive means small, poorly fitted or top-dose-only effect, or another doubt; inactive means no such curve, though single readings can be large; an effect the other way counts as inactive or inconclusive. Unless noted, on the % scale 0 is the no-effect control and ±100 the full control effect; potency means the concentration at half of the fitted maximal effect. An excerpt; the hit share may differ from the screen's.

SMILES | N370S GC | TDP1 cell noCPT | TDP1 block
CC(C)CNC(=O)c1cccc(NC(=O)C(C)Oc2ccccc2)c1 (stereo not drawn) | -8% | ? | -3%
CC(C)CCNC(=O)C1CCN(S(=O)(=O)c2cccc3nsnc23)CC1 | . | -9% | 2%
COc1cccc(/C=C2\NC(=O)NC2=O)c1O | -10% | 16% | .
O=C(CN1C(=O)c2ccccc2C1=O)Nc1ccc(Cl)cn1 | 17% | -1% | 0%
COc1ccc(C(C)=O)cc1CSc1ccc(S(=O)(=O)N2CCOCC2)cn1 | . | ? | 3%
O=C(c1ccc2c(c1)OCO2)N1CCCCC1 | 0%&-2% | -2% | 4%
O=C(N/N=C/c1ccncc1)c1ccc(NS(=O)(=O)c2cccs2)cc1 | 2% | 4% | -2%
CCOC(=O)c1cc(=O)n2c(nc3ccccc32)[nH]1 | ? | -25% | 1%
CCOC(=O)N1CCC(N2C(=O)c3ccc(C(=O)Nc4ccc(F)cc4F)cc3C2=O)CC1 | 4% | 10% | 0%
C=CCN(CC=C)C(=O)c1ccncc1 | 5% | -5% | 0%
CCOc1ccc2nc(NC(=O)CSc3nnc(-c4ccncc4)n3CC3CCCO3)sc2c1 (stereo not drawn) | 5% | -20% | 0%
Cc1ccc(CNS(=O)(=O)c2c(C)[nH]c(C)c2C(=O)N2CCCCC2)o1 | 0% | 17% | 2%
C[C@]12c3[nH]c4cc(-c5ccco5)ccc4c3CCN1C(=O)[C@@H](CC(=O)NCCCn1ccnc1)C[C@@H]2C(=O)N1CCCCC1 | . | -9% | 3%[56.1 µM]
CC(=O)c1ccc(NC(=O)C(C)N(C)CC(=O)Nc2ccc(Cl)cc2)cc1 (stereo not drawn) | -13% | -18% | 2%
COCC1CCN(C(=O)c2cc(COc3cncc(Cl)c3)on2)C1 (stereo not drawn) | -1% | -1% | 0%
NNC(=O)C(=O)/C=C1\NC2(CCCC2)Cc2ccccc21 | -1% | -3% | 6%
CN(C(=O)CN1CCN(c2ccc([N+](=O)[O-])cn2)CC1)c1ccccc1 | 7% | ? | .
CCOc1ccccc1CN1CCNC(=O)C1CC(=O)NCCCn1cccn1 (stereo not drawn) | -2% | 21% | 5%
Cc1ccccc1-c1nc(SCC(=O)NCc2ccc(F)cc2)c2c(=O)n(C)c(=O)n(C)c2n1 | . | 6% | 3%
O=C(NC1CC1)c1scc2c1OCCO2 | -1% | -9% | 4%
O=c1[nH]c2ccccc2nc1-c1ccc(Cl)cc1 | ? | -14% | .
C[C@@]12CCC(=O)C[C@@H]1CC(=O)[C@H]1[C@H]3CCC[C@]3(C)C(=O)C[C@@H]12 (tested in a mixture with another compound) | 13%[21.6 µM] | . | 19%[21 µM]
CCc1nnc(NC(=O)/C=C/c2cccs2)s1 | 19% | -24% | 3%
Nc1ccc(C(=O)OCC(=O)Nc2cccc(S(=O)(=O)NC3=NCCCCC3)c2)cc1[N+](=O)[O-] | . | ? | -21%
S=C(NCc1ccc2c(c1)OCO2)Nc1ccc(-c2nc3ccccc3[nH]2)cc1 | -16% | 18µM* | 7%
Cc1ccc(CSC2=NCCN2C(=O)c2ccc([N+](=O)[O-])cc2)cc1 | 1% | -6% | 7%
COc1ccc(/C=C/C(=O)NC2CC3CCC2C3)cc1 (stereo not drawn) | -2% | ? | .
CC(=O)NCCc1ccc(S(=O)(=O)Nc2ccc(C)c(S(=O)(=O)N3CCOCC3)c2)cc1 | -4% | -1% | 8%
CCOC(=O)c1ccc(S(=O)(=O)N2CCN(CC(=O)NC(=O)NC(C)(C)C)CC2)cc1 | 3% | -25% | 2%
Cc1ccc2[nH]c3c(=O)n(CC(=O)N4CCN(c5cccc(C(F)(F)F)c5)CC4)ncc3c2c1 | . | -7% | -1%
COc1ccc(-c2nc(-c3ccc(NC(=O)c4ccncc4)cc3)no2)cc1OC | -10% | 7.3µM* | 0%
CN(C)CCOC(=O)C1(c2ccccc2)CCCC1 | 1% | -27% | 5%
O=C(NNC(=O)c1ccco1)c1ccc(NS(=O)(=O)c2cccs2)cc1 | -11% | -14% | -6%
Cc1ccc(C(=O)OCC(=O)NC2CCCC(C)C2C)cc1S(=O)(=O)N1CCCCC1 (stereo not drawn) | . | ? | 1%
CC(=O)c1ccc(OCC(=O)OCC(=O)NCc2ccco2)cc1 | . | 1% | 0%
CCCCNc1nc(C)nc2c1nc(-c1ccccc1)n2CC1CCN(C)CC1 | -8% | . | 6%
CCOc1cc(N2CCOCC2)c(OCC)cc1NC(=O)CN1C(=O)NC2(CCc3ccccc32)C1=O (stereo not drawn) | -2% | 0% | 3%
Cc1nc(Nc2ccccc2)sc1C(=O)Nc1ccccc1 | -7% | ? | 6%
O=c1c2ccccc2nc(/C=C/c2c[nH]c3ccccc23)n1CCO | -2% | 6.5µM* | 8%
COc1ccc(C(C(=O)NCCC(C)C)N(CCCO)C(=O)c2snc(C(N)=O)c2N)cc1OC (stereo not drawn) | -2% | 0% | .
CC(=O)c1sc(NC(=O)COc2c(C)cc(Cl)cc2C)nc1C | -3% | . | 0%
CC(OC(=O)c1c[nH]c2ccccc12)C(=O)N1CCCC1 (stereo not drawn) | . | -26% | 0%[56.1 µM]
CN1C(=O)Cc2cc(S(=O)(=O)CCC(=O)Nc3ccc(Cl)c(C(F)(F)F)c3)ccc21 | . | ? | 0%
O=C(Cc1ccc(Br)cc1)N1CCN(c2ccccn2)CC1 | 6% | -23% | 1%
COc1ccc(-c2csc(NC(=O)CN3C(=O)CCC3=O)n2)cc1OC | 23% | 2% | -7%
COC(=O)C1CSC(C)(C)C(=O)N1 (stereo not drawn) | -20% | 19% | -2%
O=C(COC(=O)C1COc2ccccc2O1)Nc1ccc(Cl)cc1 (stereo not drawn) | . | 1% | -5%
COc1ccc(C(=O)CC(=O)C(=O)Nc2cc(OC)ccc2OC)cc1 | -6% | ? | .
COc1cc(S(=O)(=O)N2CCCC3(CCCCC3)C2)ccc1-n1cnnn1 | 8% | ? | 5%
O=C(Nc1ccccc1N1CCOCC1)c1cc2ccccc2o1 | 2% | -26% | 7%
Cc1ccc(CCNC(=O)c2ccc3c(c2)nc2n3CCOC2)cc1 | . | -7% | 3%
COc1cc(C(c2c(C(=O)O)[nH]c3ccccc23)c2c(C(=O)O)[nH]c3ccccc23)ccc1OCc1ccccc1 | 1% | 7% | .
COc1ccc(OC)c(NC(=O)COC(=O)COc2ccc(Nc3ccccc3)cc2)c1 | . | -8% | 9%
Cc1nc(S(=O)(=O)N2CCN(C3c4ccccc4-c4ccccc43)CC2)cn1C | -13% | -29% | 6%
CC(Oc1ccc(Cl)cc1Cl)C(=O)OCn1nnc2ccccc2c1=O (stereo not drawn) | -7% | -9% | 6%
O=C(/C(C=Nc1cc2c(oc1=O)CCCC2=O)=C(\O)c1ccccc1)c1ccccc1 | -1% | ? | 11%
CCN(CCO)Cc1csc2cc(C)ccc12 | 10% | ? | -2%
CCCCOC(=O)c1ccc(NC(=O)C(=O)NCc2ccccn2)cc1 | 7% | -29% | .
Cc1cc(N2CCN(C(=O)c3ccco3)CC2)n2nc(C)c(-c3ccc(Cl)cc3)c2n1 | 6% | . | 5%
O=C(COC(=O)c1ccc(O)cc1)Nc1ccccc1-c1ccccc1 | 6% | 21µM* | 6%

Next records follow.
SMILES | N370S GC | TDP1 cell noCPT | TDP1 block
CCCCC(=O)NC1=C(C(=O)OC)SCC1 | 23% | -3% | 8%
CCC(C)(C)NC(=O)CN(C(=O)c1csnn1)c1cccc2c1CCCC2 | ? | ? | 4%
COc1cccc(OCc2cc(/C=N/Nc3ccc(C(=O)O)cc3)ccc2OC)c1 | -6% | 21µM* | 3%
Cc1ccc(-c2cc(Cc3ccccc3)c(=O)[nH]n2)cc1 | 7% | ? | 1%
CCc1ccc(OCc2ccc(C(=O)O)o2)cc1 | -4% | 12% | .
Cc1ccc(C)c(C(=O)CCC(=O)NNC(=O)c2cccs2)c1 | . | -7% | -1%
CCOC(=O)c1sc(NC(=O)c2cc(CC)on2)c(C(=O)OCC)c1C | . | -1% | 1%
CC(C)CN(C(=O)COC(=O)Cc1n[nH]c(=O)c2ccccc12)C1CCS(=O)(=O)C1 (stereo not drawn) | 3% | -3% | 2%
COc1cc2c(cc1OC)-c1cc3ccc(OC)c(OC)c3c[n+]1CC2 | -17% | 5.2µM* | -7%&7%[56.1 µM]
CCOC1=C/C(=C/c2c(N)n3nc(-c4ccccc4)sc3nc2=O)C=CC1=O | -16% | -25% | 1%
CNc1nc(-c2ccc3c(c2)CCN3C(=O)c2ccccc2C)cs1 | -20% | 16µM* | 10%
CCOC(=O)C1CCCN(S(=O)(=O)c2ccc(Cl)nc2)C1 (stereo not drawn) | 0% | -5% | 4%
Cc1ccc2nc(SCC(=O)Nc3cc([N+](=O)[O-])ccc3F)[nH]c2c1 | 3% | ? | 5%
CCOC(=O)c1c(/N=C/C2=C(O)CCCC2=O)sc(C)c1C | -1% | 1% | 0%
CCn1c2ccccc2c2cc(CN3CCN(Cc4cc(OC)c(O)c(OC)c4)CC3)ccc21 | . | 10µM* | 0%[12.3 µM]
CCOC(=O)c1ccc(CN(Cc2ccc(Cl)cc2Cl)S(=O)(=O)c2cccc(Cl)c2)cc1 | . | ? | 0%
COc1ccc(CNC(=O)[C@H](C)NC(=O)N2CCn3c2nc2ccccc23)cc1 | -7% | ? | 3%
Cc1cc2ccccn2c1C(=S)NC(=O)c1ccccc1 | -14% | ? | 10%
c1ccc2c(c1)nc(Nc1ccc(N3CCCCC3)cc1)c1nncn12 | -13% | ? | 10%

By substructure, the compounds so far with a Cl atom.
SMILES | N370S GC | TDP1 cell noCPT | TDP1 block
O=C(CN1C(=O)c2ccccc2C1=O)Nc1ccc(Cl)cn1 | 17% | -1% | 0%
CC(=O)c1ccc(NC(=O)C(C)N(C)CC(=O)Nc2ccc(Cl)cc2)cc1 (stereo not drawn) | -13% | -18% | 2%
COCC1CCN(C(=O)c2cc(COc3cncc(Cl)c3)on2)C1 (stereo not drawn) | -1% | -1% | 0%
O=c1[nH]c2ccccc2nc1-c1ccc(Cl)cc1 | ? | -14% | .
CC(=O)c1sc(NC(=O)COc2c(C)cc(Cl)cc2C)nc1C | -3% | . | 0%
CN1C(=O)Cc2cc(S(=O)(=O)CCC(=O)Nc3ccc(Cl)c(C(F)(F)F)c3)ccc21 | . | ? | 0%
O=C(COC(=O)C1COc2ccccc2O1)Nc1ccc(Cl)cc1 (stereo not drawn) | . | 1% | -5%
CC(Oc1ccc(Cl)cc1Cl)C(=O)OCn1nnc2ccccc2c1=O (stereo not drawn) | -7% | -9% | 6%
Cc1cc(N2CCN(C(=O)c3ccco3)CC2)n2nc(C)c(-c3ccc(Cl)cc3)c2n1 | 6% | . | 5%
CCOC(=O)C1CCCN(S(=O)(=O)c2ccc(Cl)nc2)C1 (stereo not drawn) | 0% | -5% | 4%
CCOC(=O)c1ccc(CN(Cc2ccc(Cl)cc2Cl)S(=O)(=O)c2cccc(Cl)c2)cc1 | . | ? | 0%

Assay outcomes deposited in PubChem by National Center for Advancing Translational Sciences (NCATS).
